# MITF TRPM1 inh = inhibitors of MITF-dependent TRPM1 promoter reporter, primary screen, cell-based, SK-MEL-5, single point, luciferase | SK-MEL-5 TRPM1 promoter luciferase, 24 h | inhibition, % at 12.5 µM | 0.83% of 330,000 active;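 active means mean inhibition across replicates of 60% or more, whatever share of single replicates reaches that level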; further: values of inactives mirror those of a sister screen read the other way
# Peg3 prom inh = Peg3 promoter-driven luciferase inhibitors, primary screen, cell-based, HeLa, luciferase luminescence; HeLa PEG-Prom luciferase reporter, overnight; inhibition, % at 20 µM; 1.7% of 360,000 active; AID 588405, 2011;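 active means inhibition of at least 50% at 20 µM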
# NR2E3 ag-1 = inhibitors of NR2E3-RetCOR corepressor binding, primary screen, NR2E3 agonist project, biochemical, TR-FRET, GST-NR2E3, biotin-RetCOR | Photoreceptor-specific nuclear receptor (Homo sapiens), Q9Y5X4 | 1536-well | inhibition of corepressor binding, % at 4.78 µM | 0.12% of 320,000 active | AID 2300, 2010;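 active means percent inhibition above the cutoff of mean plus 3 SD of all tested compounds, set per screening campaign, cut at about 20% in these data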;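 further: 0% = DMSO wells and 100% = biotin wells as full block of FRET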
# Target sequence (Q9Y5X4 whole entry, looked up): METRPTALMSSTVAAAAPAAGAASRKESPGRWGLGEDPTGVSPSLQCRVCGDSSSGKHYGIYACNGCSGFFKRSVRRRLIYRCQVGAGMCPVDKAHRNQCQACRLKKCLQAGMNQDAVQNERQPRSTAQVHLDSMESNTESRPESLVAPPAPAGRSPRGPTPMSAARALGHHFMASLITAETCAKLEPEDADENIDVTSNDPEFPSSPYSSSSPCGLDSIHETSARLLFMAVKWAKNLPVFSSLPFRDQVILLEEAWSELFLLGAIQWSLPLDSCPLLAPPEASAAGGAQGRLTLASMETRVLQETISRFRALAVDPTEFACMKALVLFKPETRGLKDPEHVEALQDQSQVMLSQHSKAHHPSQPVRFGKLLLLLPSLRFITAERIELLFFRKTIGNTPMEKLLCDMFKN
#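 Material: NR2E3–RetCOR corepressor complex / Incubation: Compound–protein incubation for 5 h at 4 °C / Dosing: compound at 4.8 µM, single dose / Detection: time-resolved FRET / Benchmarks: high control biotin, low control 0.6% DMSO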
# iPSC survival up = enhancers of single-cell hiPSC survival, primary screen, ATPlite luminescence; 100% = ROCK inhibitor wells, 0% = DMSO; survival enhancement, % at 20 µM; 0.044% of 360,000 active; in the data active means survival enhancement above about 18%;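 further: cells exposed to compounds for 16 hours before the ATP read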
# NR2E3 ag-2 = NR2E3 agonists in two-hybrid cells, primary screen, cell-based, luminescence, CHO-S, Gal4-NCOR/VP16-NR2E3; AID 602229, 2012; Photoreceptor-specific nuclear receptor (Homo sapiens), Q9Y5X4; 0.35% of 360,000 active; inhibition of corepressor binding, % at 3.98 µM; luciferase;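 active means inhibition above the mean of all tested compounds plus 3 SD, cut at about 70% in these data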;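 further: 0% = DMSO with NR2E3 transfected cells and 100% = cells lacking NR2E3 construct; higher means lower luciferase signal from less NR2E3 corepressor binding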
# Shn3 inh set2 = reduction of Shn3 3'UTR firefly luciferase signal, primary screen, Schnurri-3 inhibitor project, cell-based, Clone20 osteoblasts, set 2 | Clone20 osteoblast Shn3 3'UTR firefly luciferase, 24 h | inhibition, % at 12.5 µM | 0.52% of 360,000 active;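 active means mean inhibition of at least 75% with every replicate also reaching 75%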;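 further: 0% = median of neutral control wells and 100% = pilot-screen positive control compound; some compounds past the cut are filed as inactive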
# CaV13 FRET inh = Disruptors of the CACNA1D IQ motif to Ca2+-dependent inactivation inhibitor domain association, primary screening, Förster resonance energy transfer in intact living …. HEK cells, CFP/YFP FRET ICDI-IQ, plate reader, 10 min; percent FRET-ratio fall versus neutral wells. inhibition, % at 12.3 µM. 0.098% of 340,000 active;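 active means mean replicate inhibition of at least 30% and at least 1% of replicates passing that level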;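 further: 0% = median of the neutral control wells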
# PDI inh = inhibitors of human PDI, primary screen, biochemical, turbidity, single point, plate reader; Protein disulfide-isomerase (Homo sapiens), P07237; PDI insulin aggregation turbidity, A650, 90 min; 0.052% of 350,000 active; AID 588391, 2011; inhibition, % at 10 µM;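 active means mean inhibition across replicates of 30% or more, whatever share of single replicates reach that level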;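 further: absorbance from insulin aggregation driven by PDI reduction with DTT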
# Target sequence (P07237 whole entry, looked up): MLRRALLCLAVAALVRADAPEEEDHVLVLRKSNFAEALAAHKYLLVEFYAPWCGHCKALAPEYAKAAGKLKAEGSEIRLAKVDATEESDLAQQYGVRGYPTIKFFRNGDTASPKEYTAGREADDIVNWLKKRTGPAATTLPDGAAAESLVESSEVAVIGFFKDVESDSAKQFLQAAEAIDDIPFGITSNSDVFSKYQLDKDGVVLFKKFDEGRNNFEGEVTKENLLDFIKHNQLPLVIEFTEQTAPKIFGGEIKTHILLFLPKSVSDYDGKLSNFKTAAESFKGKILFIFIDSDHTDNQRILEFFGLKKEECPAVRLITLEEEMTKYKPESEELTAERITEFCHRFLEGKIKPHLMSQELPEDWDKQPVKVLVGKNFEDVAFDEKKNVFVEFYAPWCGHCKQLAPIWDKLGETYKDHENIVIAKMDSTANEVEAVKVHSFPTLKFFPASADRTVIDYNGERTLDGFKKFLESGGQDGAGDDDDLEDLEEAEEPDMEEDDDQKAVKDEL
# m5-HT2A agonist = mouse Htr2a agonists via beta-arrestin recruitment, primary screen, cell-based, luminescence; 5-hydroxytryptamine receptor 2A (Mus musculus), P35363; CHO-K1 mHTR2A beta-arrestin complementation; percent of 30 µM serotonin response; AID 624169, 2012; activation, % at 7.6 µM; 0.66% of 360,000 active;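 active means activation above a run cutoff, the mean activation of all tested compounds plus 3 SD, cut at about 14% in these data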;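 further: 0% = plate median of compound wells and 100% = 30 µM serotonin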
# HIF-2a block = HIF-2a reporter inhibitors, primary screen, luminescence, 786-0 RCC cells; 786-0 RCC cells HIF-2a reporter, luciferase luminescence, overnight; inhibition, % at 18.8 µM; 0.72% of 360,000 active;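 active means inhibition of the luminescence signal of 40% or more relative to plate controls, in a single-dose primary screen at 18.75 µM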
# Cardio protect = cardioprotection against H2O2-induced cell death, primary screen, uHTS, H9c2 cells, ATPLite luminescence; H9c2 cardiomyocytes, H2O2 injury protection, 2 h; protection from H2O2 cell death, % at 20 µM; 0.63% of 360,000 active; AID 588492, 2011;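 active means compounds giving at least 50% protection of heart cells from peroxide-induced death in the single-dose screen, raw or plate-pattern-corrected value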;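 further: 0% = DMSO wells with peroxide and 100% = DMSO wells without peroxide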
# An asterisk follows results filed as active; nt = not tested or not shown.
SMILES,MITF TRPM1 inh,Peg3 prom inh,NR2E3 ag-1,iPSC survival up,NR2E3 ag-2,Shn3 inh set2,CaV13 FRET inh,PDI inh,m5-HT2A agonist,HIF-2a block,Cardio protect
CN1CCN(C(=O)c2ccccc2-c2nc(-c3ccc(Cl)cc3)no2)CC1,-6,4,0,2.9,-24,-26,-5,6,-8,-43,3
COc1ccc(CCNC(=O)COC(=O)c2ccc(N3CCCC3=O)cc2)cc1OC,-1,-8,-4,-1.0,18,0,-6,7,4,8,7
Cc1cc2oc(C(=O)Nc3nonc3C)c(C)c2cc1C,-117,-500,0,1.3,11,-98,-7,-2,2,-236,-7
COc1cccc(CN(C)C(=O)CCNC(=O)c2ccc(Br)cc2)c1,6,2,-4,1.0,26,14,-3,-5,-2,4,5
COC(=O)C[C@H]1c2cc(C(F)(F)F)ccc2S(=O)(=O)N1C1CCCC1,-3,15,-1,-1.7,-19,2,-4,3,-2,9,3
COc1ccc(C(=O)Nc2cc(C)nn2-c2ccc(C)cc2)cc1,7,-4,1,1.8,-11,7,-3,-1,2,12,1
COc1ccc(OC)c(C(=O)Cn2c3[n+](c4ccc(C(F)(F)F)cc42)CCCCC3)c1,1,-5,3,0.1,1,-15,-6,-3,3,17,3
CC1(C)Cc2nc3oc4c(N(CCO)Cc5ccccc5)ncnc4c3cc2CO1,1,31,4,1.4,-18,66,-4,0,0,22,12
Cc1nc2c(nc1C)C(=O)c1ccccc1C2=O,105*,8,nt,-1.4,-13,24,-7,4,2,-5,-15
COCCCN1C(=O)c2ccc(C(=O)OCC(=O)N(CCC#N)c3cc(C)cc(C)c3)cc2C1=O,8,-2,0,-0.2,0,0,-6,4,1,2,1
CC(CN1CCOCC1)OC(=O)/C=C/c1ccccc1 (stereo unspecified),-15,-49,1,0.2,5,-27,-8,0,-3,-70,-1
Cc1cccc(OCC(=O)N/N=C/C=C/c2ccco2)c1,-6,14,-1,-0.2,-2,-26,-3,-7,-3,-4,4
COc1ccc2c(c1OC)C(=O)OC2n1c(O)c(N=NC(C)=O)c2ccccc21 (stereo unspecified),-8,-5,0,-0.2,-4,10,1,10,1,17,-1
COc1ccc(C(CNC(=O)c2ccc(S(=O)(=O)N3CCCC3)cc2)N(C)C)cc1OC (stereo unspecified),9,8,3,-0.4,-24,-11,-3,1,-3,8,-3
CCOC(=O)c1ccccc1NC(=O)COc1ccccc1,-4,68*,0,-1.9,-22,-6,nt,-7,-1,-5,-4

# Compound profiles, from the list above.
# COCCCN1C(=O)c2ccc(C(=O)OCC(=O)N(CCC#N)c3cc(C)cc(C)c3)cc2C1=O in the list: MITF TRPM1 inh: 8; Peg3 prom inh: -2; NR2E3 ag-1: 0; iPSC survival up: -0.2; NR2E3 ag-2: 0; Shn3 inh set2: 0; CaV13 FRET inh: -6; PDI inh: 4; m5-HT2A agonist: 1; HIF-2a block: 2; Cardio protect: 1
# COc1ccc(CCNC(=O)COC(=O)c2ccc(N3CCCC3=O)cc2)cc1OC in the list: MITF TRPM1 inh: -1; Peg3 prom inh: -8; NR2E3 ag-1: -4; iPSC survival up: -1.0; NR2E3 ag-2: 18; Shn3 inh set2: 0; CaV13 FRET inh: -6; PDI inh: 7; m5-HT2A agonist: 4; HIF-2a block: 8; Cardio protect: 7
# COc1ccc(OC)c(C(=O)Cn2c3[n+](c4ccc(C(F)(F)F)cc42)CCCCC3)c1 in the list: MITF TRPM1 inh: 1; Peg3 prom inh: -5; NR2E3 ag-1: 3; iPSC survival up: 0.1; NR2E3 ag-2: 1; Shn3 inh set2: -15; CaV13 FRET inh: -6; PDI inh: -3; m5-HT2A agonist: 3; HIF-2a block: 17; Cardio protect: 3

# For reference, 2 of the compounds above:
SMILES,MITF TRPM1 inh,Peg3 prom inh,NR2E3 ag-1,iPSC survival up,NR2E3 ag-2,Shn3 inh set2,CaV13 FRET inh,PDI inh,m5-HT2A agonist,HIF-2a block,Cardio protect
COc1ccc(C(CNC(=O)c2ccc(S(=O)(=O)N3CCCC3)cc2)N(C)C)cc1OC (stereo unspecified),9,8,3,-0.4,-24,-11,-3,1,-3,8,-3
CCOC(=O)c1ccccc1NC(=O)COc1ccccc1,-4,68*,0,-1.9,-22,-6,nt,-7,-1,-5,-4

# (next part)
SMILES,MITF TRPM1 inh,Peg3 prom inh,NR2E3 ag-1,iPSC survival up,NR2E3 ag-2,Shn3 inh set2,CaV13 FRET inh,PDI inh,m5-HT2A agonist,HIF-2a block,Cardio protect
Cc1ccc(S(=O)(=O)c2nc(S(C)(=O)=O)sc2N2CCC(C)CC2)cc1,13,46,-5,1.0,-3,1,-15,1,3,13,-8
O=C(CNC(c1ccccc1)c1ccccc1)Nc1cc([N+](=O)[O-])ccc1Cl,2,21,2,-0.1,-12,1,-4,-3,-2,24,-5
N=c1oc2ccc3ccccc3c2cc1-c1nc(-c2ccccc2)cs1,9,-11,0,-1.2,-26,-14,-5,3,-1,7,3
CCOC(=O)N1CCN(C(=O)CSc2nnc(COc3ccc(Cl)cc3)o2)CC1,4,8,-1,3.3,-10,-2,-2,nt,-1,7,-14
Cc1cccc(NC(=O)[C@@H]2CCCN2S(=O)(=O)c2ccc(Cl)cc2)c1,7,16,nt,-0.5,-3,-8,-16,0,-13,9,9
CCN(CC)CCN1C(=O)C(=O)/C(=C(/O)c2cnn(-c3ccccc3)c2C)C1c1ccc(C)o1 (stereo unspecified),-49,-174,-1,2.1,-30,-48,-5,2,1,-182,4
Cn1ncc(C#N)c1/N=C/N1CCOCC1,-7,-5,2,-2.8,-19,-5,-4,-5,3,10,-1
O=C(c1ccc(Cl)cc1)N1CCCC(c2ccccc2)=N1,-2,3,0,4.6,-4,-18,-7,-1,-11,-7,0
CC(C)(C)NC(=O)C(=O)N/N=C/c1ccc(F)cc1,-12,2,4,5.4,-13,-38,1,17,4,-28,2
O=C(NCC1CCCO1)c1ccccc1-c1nc(-c2ccccc2)no1 (stereo unspecified),9,-69,2,-0.8,-31,-15,-5,0,5,-115,10
Cc1ccc(C(=O)C[n+]2cc(Br)cc(Br)c2)cc1[N+](=O)[O-],1,4,-4,-0.6,0,7,-3,-15,3,1,-2
Cc1cc(C(c2nnnn2Cc2ccccc2)N2CCOCC2)c(C)n1-c1ccc2c(c1)OCO2 (stereo unspecified),4,15,1,-1.6,-1,15,nt,8,-4,-13,8
CCN(CC)C(=O)CSc1nc2ccccc2c(=O)n1CC1CCCCC1,21,16,6,-2.2,-33,10,nt,1,1,14,14
O=C(COC(=O)Cn1cnc2ccccc21)Nc1ccc(OC(F)F)cc1,2,3,nt,-1.4,1,10,-2,6,-3,1,1
Cc1ccc(-c2noc(CCC(=O)NC3CC3)n2)cc1,-56,-59,4,-0.2,2,-5,-4,10,4,-79,-7

# Retrieved by structure from above:
SMILES,MITF TRPM1 inh,Peg3 prom inh,NR2E3 ag-1,iPSC survival up,NR2E3 ag-2,Shn3 inh set2,CaV13 FRET inh,PDI inh,m5-HT2A agonist,HIF-2a block,Cardio protect
CC(C)(C)NC(=O)C(=O)N/N=C/c1ccc(F)cc1,-12,2,4,5.4,-13,-38,1,17,4,-28,2
Cc1ccc(-c2noc(CCC(=O)NC3CC3)n2)cc1,-56,-59,4,-0.2,2,-5,-4,10,4,-79,-7
Cn1ncc(C#N)c1/N=C/N1CCOCC1,-7,-5,2,-2.8,-19,-5,-4,-5,3,10,-1
CCOC(=O)N1CCN(C(=O)CSc2nnc(COc3ccc(Cl)cc3)o2)CC1,4,8,-1,3.3,-10,-2,-2,nt,-1,7,-14

# Later entries
SMILES,MITF TRPM1 inh,Peg3 prom inh,NR2E3 ag-1,iPSC survival up,NR2E3 ag-2,Shn3 inh set2,CaV13 FRET inh,PDI inh,m5-HT2A agonist,HIF-2a block,Cardio protect
CCCCOC(=O)/C=C\C(=O)OCCCC,-9,7,-4,0.2,-17,-2,nt,nt,4,9,-1
CCOC(=O)N1CCC(NC(=O)c2cc3c(-c4ccc(Cl)cc4)nn(C)c3s2)CC1,37,10,3,-0.8,5,26,11,-6,9,15,-2
CCOC(=O)C1=C(N)Oc2cc(C)n(CCc3ccc(OC)c(OC)c3)c(=O)c2C1c1cccnc1 (stereo unspecified),-14,27,3,3.2,19,26,-4,-2,3,18,39
COc1ccc(CCNC(=O)CSc2n[nH]c(N)n2)cc1,-5,0,-1,-0.5,-31,13,-4,-4,2,8,10
CN(CC(=O)Nc1c(Cl)cccc1Cl)C(=O)c1ccncc1,2,-1,2,-0.3,-9,-9,-2,-5,0,-4,2
CN(CC(=O)Nc1ccc(F)c(F)c1F)C(=O)CCN1C(=O)C2CCCCC2C1=O (stereo unspecified),-3,-6,3,0.1,-44,-12,-16,-7,0,4,8
Cc1c(C)c2cc(Cl)c(O)c(CN(C)C)c2oc1=O,9,12,5,3.9,-14,-15,-4,-6,2,17,-1
O=C(Nc1ccc(Br)cc1)c1cccc(N2C(=O)C3CCCCC3C2=O)c1 (stereo unspecified),7,6,2,-0.5,-22,8,nt,-5,2,2,-8
CCCCOc1ccc(C(=S)N2CCC(C(N)=O)CC2)cc1,-45,-152,2,-0.6,-67,-5,-9,-3,1,-148,-6
COC(=O)c1cccc(Cn2nnc3ccccc3c2=O)c1,-3,7,1,-0.9,-18,-7,-2,0,0,8,6
O=C(N1CCCCCC1)N1CCN(S(=O)(=O)N2CCCCC2)CC1,2,-3,3,1.3,-13,-20,1,5,1,7,-7
COc1ccc(/C=N/NC(=O)c2cc[n+]([O-])cc2)cc1OC,9,-13,3,-0.6,7,-5,nt,-6,-1,5,3
CCCCCn1nc(C(=O)OCc2nnc(-c3ccccc3)o2)c2ccccc2c1=O,-4,-13,0,-0.4,-5,-19,-5,-4,4,-7,-3
Clc1ccc(CSc2nnc(CN3CCOCC3)n2-c2ccccc2)cc1Cl,-3,16,5,-0.5,-5,16,nt,2,-3,25,-12
CC(C)OC(=O)NC(C)(C)COC(=O)Nc1cccc(Cl)c1,-22,-27,0,-0.9,10,1,-4,-4,0,-66,-7
O=C(COC(=O)c1ccc(S(=O)(=O)N2CCCC2)cc1)NCCc1ccc(F)cc1,-1,-3,nt,-0.1,-16,-8,-7,-9,0,12,10
CC(C)n1c(N)c(C#N)c2ccc([N+](=O)[O-])cc2c1=O,-7,27,-2,-0.5,5,25,-36,3,-1,14,-7
O=C(CN1C(=O)/C(=C\c2ccccc2Cl)Oc2ccccc21)NCc1cccnc1,6,7,-17,-1.0,4,-1,-4,6,2,-4,-2
CCOc1ccc(C(=O)N2CCCC(c3nc(-c4cccs4)no3)C2)cc1 (stereo unspecified),-9,3,-1,-0.6,5,-2,0,-1,0,-43,-6

# Screening data as filed in PubChem BioAssay.
